Screening results (PubChem BioAssay)
LANA DNA inh: inhibitors of KSHV C-LANA binding to DNA, primary screen, biochemical, fluorescence polarization, FAM-LBS DNA, MBP-C-LANA, single point; Kaposi's sarcoma herpesvirus LANA C-terminal domain (residues 932-1162) DNA binding; 340,000 compounds, 0.078% hits; inhibition, % at 9 µM;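 active means highest replicate inhibition at or above 60% at 9 µM, even if other replicates fall short; inactive means all replicates below 60% inhibition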;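 further: 0% = neutral control wells and 100% = 4 µM acridine orange control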
DAGLB inhibitor: DAGLB lipase inhibitors, primary screen, biochemical, fluorescence, HTS. AID 504411, 2011. Diacylglycerol lipase-beta (Homo sapiens), Q8NCG7. 340,000 compounds, 0.059% hits. inhibition, % at 5.17 µM. HEK293T DAGLB membrane lysate, EnzChek fluorogenic substrate; in the data active means inhibition above about 34%;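 further: 0% = enzyme with vehicle and 100% = wells lacking enzyme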
Target sequence (Q8NCG7 whole entry, looked up): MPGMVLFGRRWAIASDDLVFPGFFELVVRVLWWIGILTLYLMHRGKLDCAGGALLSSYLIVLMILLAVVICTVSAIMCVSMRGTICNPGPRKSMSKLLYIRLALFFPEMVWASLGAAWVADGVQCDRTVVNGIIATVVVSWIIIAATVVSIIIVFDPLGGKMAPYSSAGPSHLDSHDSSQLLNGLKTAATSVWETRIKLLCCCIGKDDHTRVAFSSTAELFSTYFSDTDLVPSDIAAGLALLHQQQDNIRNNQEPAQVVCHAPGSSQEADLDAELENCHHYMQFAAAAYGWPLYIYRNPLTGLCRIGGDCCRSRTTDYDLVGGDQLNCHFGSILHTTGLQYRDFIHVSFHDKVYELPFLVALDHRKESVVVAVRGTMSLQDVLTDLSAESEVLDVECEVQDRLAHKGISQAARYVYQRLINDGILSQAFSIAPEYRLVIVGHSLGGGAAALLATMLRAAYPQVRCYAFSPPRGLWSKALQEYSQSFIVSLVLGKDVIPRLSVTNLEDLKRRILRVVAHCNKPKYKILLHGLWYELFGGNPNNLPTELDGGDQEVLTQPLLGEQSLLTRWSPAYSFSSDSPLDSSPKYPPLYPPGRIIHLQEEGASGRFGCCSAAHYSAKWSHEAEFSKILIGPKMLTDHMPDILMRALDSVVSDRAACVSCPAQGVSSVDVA
V-ATPase pHluor: regulators of yeast V-ATPase proton pumping, primary screen, pHLuorin cytosolic pH fluorescence; S. cerevisiae; response, % at 10 µM; 350,000 compounds, 0.37% hits; in the data active means response mostly above about 7.3%, no sharp cut-off; inactive means mostly below about 5.4%; further: actives read high; inactives centre near 0; some compounds called inactive have numbers as strong as hits
CAL PDZ FP-1: untagged CAL PDZ binding inhibitors, primary screen, biochemical, fluorescence polarization, HTS | Golgi-associated PDZ and coiled-coil motif-containing protein (Homo sapiens), Q9HD26 | purified CAL PDZ, TMR-peptide fluorescence polarization, 1 h | inhibition, % at 24.9 µM | 300,000 compounds, 0.92% hits | AID 602252, 2012;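 active means mean inhibition of at least 30% with at least half of replicates also reaching 30%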;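 further: 0% = DMSO neutral control and 100% = excess unlabeled competitor peptide PRC23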
NSD2 inh: NSD2 histone methyltransferase inhibitors, primary screen, biochemical, AlphaScreen, single concentration, set 2; NSD2 peptide methylation, 120 min; inhibition, % at 12.5 µM; 310,000 compounds, 0.54% hits; in the data active means inhibition above about 50%
Keap1 Nrf2 FP: Keap1-Nrf2 protein-protein interaction inhibitors, primary screen, biochemical, fluorescence polarization, single point | Keap1 Kelch-Nrf2 peptide fluorescence polarization, 1536-well | AID 504523, 2011 | Kelch-like ECH-associated protein 1 (Homo sapiens), Q14145 | 340,000 compounds, 0.15% hits | inhibition, % at 9.4 µM; in the data active means inhibition above about 12%;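 further: human Keap1 Kelch domain with fluorescein labeled Nrf2 9mer peptide probe; 0% = neutral control wells and 100% = peptide positive control; higher means more block of Keap1 binding to Nrf2 peptide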
RTF Ca sens inh: cardiac RTF calcium sensitivity inhibitors, primary screen, biochemical, IANBD-TnC fluorescence, EC70 calcium; Troponin I, cardiac muscle (Homo sapiens) + Troponin T, cardiac muscle (Homo sapiens) + …; IANBD-labeled cardiac RTF, Ca2+ fluorescence; inhibition, % at 7.15 µM; 340,000 compounds, 0.12% hits;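 active means inhibition above the mean inhibition of all tested compounds plus 3 SD, cut at about 17% in these data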;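 further: assay run at fixed EC70 calcium of 1.6 mM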
Arr AP2 block: inhibitors of beta-arrestin/AP2 binding, primary screen, biochemical, GPCR trafficking, flow cytometry. 340,000 compounds, 0.31% hits. FITC-arrestin peptide / GST-AP2 beads; AP2 beta2 appendage carries R879A mutation. inhibition, % at 10 µM. beta-arrestin 1 C-terminal peptide binding to AP2 beta2-adaptin appendage (human);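 active means inhibition above a set limit, near 3 SD of compounds lacking own fluorescence, cut at about 54% in these data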;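 further: plate controls were DMSO wells for no effect and 5 µM unlabelled arrestin peptide for full effect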
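test system = AP2 appendage R879A on GSH beads | buffer or medium = PBS plus Tween 20 (0.05%) and BSA (0.1%) | incubation = 12 min plus 1 h, RT | detection = bead flow cytometry, FITC channel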
Pemphigus Ab inh: inhibitors of pemphigus antibody binding to DSG3, primary screen, biochemical, bead-based, flow cytometry, scFv-GFP. 310,000 compounds, 0.48% hits. binding (percent of control), % at 10 µM. Desmoglein-3 (Homo sapiens), P32926. DSG3-coupled beads, scFv-anti-DSG3-GFP binding; hits give low values. AID 588358, 2011;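 active means binding more than 3 SD below its plate's average and above zero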;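 further: hits lower antibody fragment binding to DSG3; some compounds called inactive have numbers as strong as hits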
CAL PDZ FP-2: CAL PDZ peptide-binding inhibitors, primary screen, biochemical, fluorescence polarization, Cer-tagged CAL PDZ, HTS; purified CAL PDZ, TMR-peptide fluorescence polarization, 1 h; inhibition, % at 20 µM; 330,000 compounds, 0.02% hits; AID 504414, 2011;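 active means highest replicate inhibition of at least 40%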;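 further: plate controls were DMSO neutral control wells for no effect and unlabeled competitor peptide control wells for full effect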
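Material – purified CerCALP PDZ construct · Detection – FP readout, S and P plane fluorescence · Measure – percent inhibition from loss of millipolarization · Controls – unlabelled peptide for full inhibition, DMSO wells as neutral · Probe or stimulus – TMR-labelled reporter peptide T*-PRC34 bound in PDZ groove · Times – 1 h at RT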
* marks the source's active call; other numbers are inactive results; . = no result given.

Each structure is followed by: LANA DNA inh	DAGLB inhibitor	V-ATPase pHluor	CAL PDZ FP-1	NSD2 inh	Keap1 Nrf2 FP	RTF Ca sens inh	Arr AP2 block	Pemphigus Ab inh	CAL PDZ FP-2
- CC1CCCCN1C(=O)CSc1nnc(-c2cccs2)o1 (stereo not given)
→ -1.8	-2	-5	-1	-1	-3	-2	12	104	-2.4
- Cc1ccc(Cn2c(SCC(C)C)nc3c2c(=O)[nH]c(=O)n3C)cc1
→ 0.7	1	7	-6	0	-1	0	17	99	-0.8
- CCN(CC)C(=O)C(C)N(C#N)c1nc(C)cc(C)n1 (stereo not given)
→ -2.5	2	-1	-5	-1	2	-22	3	99	-0.1
- O=C(NCc1ccccc1F)C1CCCN1S(=O)(=O)c1ccc(F)cc1 (stereo not given)
→ -1.8	-2	1	-5	-4	-2	-4	15	104	-1.1
- O=C(CN1C(=O)NC2(CCCCCC2)C1=O)NCc1cccs1
→ -0.8	2	2	-4	-5	-2	-6	3	106	-1.9
- CC1(C)CC(NC(=O)Cc2ccccc2[N+](=O)[O-])CC(C)(C)N1
→ 1.0	4	-3	1	-6	3	-10	-2	108	-0.4
- O=C(O)c1ccc(NC(=O)c2ccccc2NC(=O)c2cccc(F)c2)cc1
→ 0.4	3	-3	-17	1	-1	-10	4	124	-1.0
- CC(=O)CCn1cc([N+](=O)[O-])nc1C
→ -1.5	1	-5	-7	-7	1	-2	-13	.	-0.6
- CCN(CC(=O)Nc1ccccc1C(F)(F)F)C(=O)CCc1c(C)[nH]c(=O)c(C#N)c1C
→ -0.6	-3	6	-2	20	0	0	22	.	-2.5
- O=C(NC(CSC(=O)c1ccccc1)C(=O)O)OCc1ccccc1 (stereo not given)
→ 0.8	4	-3	-4	0	1	0	10	.	0.4
- COc1ccc(OCC(=O)NNC(=O)c2cccs2)cc1
→ -1.6	6	-1	-2	-1	-2	-12	5	68	-2.3
- Cc1ccc(-c2cc(-c3c(C)nn(C)c(=O)c3N)[nH]n2)cc1
→ -0.3	2	0	42*	4	2	-11	-5	108	0.2
- CCC1(Cc2ccccc2)NC(=O)c2ccccc2O1 (stereo not given)
→ -0.9	.	0	2	31	-2	.	9	97	-0.8
- COC(=O)CSc1nnc(CSc2nc(C)cc(C)n2)o1
→ 0.6	-1	-2	0	-2	-1	-9	-5	93	-2.7
- CC(C)NC(=S)N1CCN(c2ncccn2)CC1
→ -1.8	0	-2	-2	0	-2	7	35	100	0.1
- Cc1ccc(CSc2nccc(-c3c(C)nc4ccccn34)n2)cc1
→ .	.	8	.	16	.	.	1	112	.
- Cc1ccccc1NS(=O)(=O)c1ccc(C(=O)NCCCN2CCOCC2)cc1
→ -2.6	-2	3	1	1	-4	-5	8	106	-2.7
- CCc1nnc(NC(=O)CCS(=O)(=O)c2ccccc2)s1
→ -1.5	-3	6	-3	1	-1	-6	1	.	-0.9
- COCCNc1nc2nonc2nc1N1CCCC1c1nccs1 (stereo not given)
→ 6.6	1	7	-2	2	0	-5	21	103	0.7
- CCOC(=O)c1c(C)[nH]c(C(=O)OCC(=O)N(C)C2CCS(=O)(=O)C2)c1C (stereo not given)
→ -1.0	0	-5	-4	-1	0	-5	7	79	-0.1
- CC(=O)c1ccc(-c2ccc(C(=O)NC3CC(C)(C)NC(C)(C)C3)o2)cc1
→ -1.2	1	0	2	1	-3	-22	1	120	-0.6
- Cc1ccc(/C=[N+](/C)[O-])cc1
→ 7.0	-2	3	6	-4	3	2	49	102	0.6
- Cc1cn([C@H]2C[C@H](N=[N+]=[N-])[C@@H](CO)O2)c(=O)[nH]c1=O
→ 0.0	1	-2	-3	.	-2	7	2	138	-0.5
- CC(C)(C)[C@@H]1COC(=O)[C@H](Cc2ccc(F)cc2)C/C=C\C[C@@H](CC(=O)NCCO)C(=O)N1
→ 0.7	1	-4	0	.	-4	10	3	100	-2.1
- Cn1c(Cc2ccccc2)nnc1SCC(=O)NC1CCCC1
→ 1.0	0	1	-2	2	-4	-8	-6	111	-1.0
- Cc1ccc(Nc2nc(N)c([N+](=O)[O-])c(NCc3ccccc3)n2)cc1
→ -0.4	.	10	.	-1	-6	.	-12	100	0.3
- CC1(c2nnc(-c3cccc(Cl)c3)o2)CC(c2cccc(F)c2)=NO1 (stereo not given)
→ 0.6	-7	-14	-4	.	4	-4	-3	104	-0.7
- COc1cccc(-n2c(SCC(=O)Nc3nccs3)nnc2-c2ccoc2C)c1
→ 0.8	2	-6	0	6	0	-5	22	90	-3.1
- NC(=S)Cc1ccccc1Cl
→ -0.4	0	1	5	1	3	2	11	113	-0.7
- OC(Cn1cncn1)(c1ccccc1)c1ccccc1
→ 0.3	0	6	-1	-2	-2	-2	-2	97	-0.3
- Cc1nnc(N(C(=O)c2cnccn2)c2ccccc2)s1
→ -1.9	-1	3	1	1	-5	-7	2	99	-1.2
- CCOC(=O)CN(C(=O)CNC(=O)c1ccco1)C(C(=O)NC1CCCCC1)c1cccnc1 (stereo not given)
→ -1.2	3	-2	-2	-14	-4	-10	2	104	-2.4
- Cc1cc(=O)n2nc(N3CCCC(C(=O)N4CCN(C)CC4)C3)sc2n1 (stereo not given)
→ 0.1	-1	4	0	3	-2	-10	-1	99	0.1
- O=C(COC(=O)C1C2CC3OC(=O)C1C3C2)Nc1ccc(F)cc1 (stereo not given)
→ -1.1	2	-2	.	0	-3	-7	-10	.	-1.0
- COc1ccc(S(=O)(=O)n2[nH]c(=O)c(CCO)c2C)cc1
→ -0.5	-1	-8	-5	1	-1	3	4	97	-0.1
- Cc1ccc(C(=O)COC(=O)C2CC3CCCC(C2)C3=O)cc1[N+](=O)[O-] (stereo not given)
→ 0.1	-3	-1	1	0	-1	7	22	111	0.0
- COCCn1c(N2CCN(c3ccc(OC)cc3)CC2)nc2c1c(=O)[nH]c(=O)n2C
→ -0.1	3	1	-21	3	-6	-6	3	107	-6.2
- Cn1c(Cn2c(=O)sc3ccccc32)nnc1SCC(=O)N1CCCCCC1
→ 0.0	0	-3	-4	.	1	-1	0	109	-0.1
- CC12CCC(C(=O)n3c1nc1ccccc13)C2(C)C (stereo not given)
→ -1.4	2	0	0	2	-4	3	-1	101	0.0
- O=C(NCCCc1nc2ccccc2[nH]1)c1ccc(F)cc1
→ 1.2	-1	-1	-4	-4	0	2	-10	125	-3.0
- CC1CCCC(C)N1C(=O)CSc1ccc(-c2ccc3c(c2)OCCO3)nn1 (stereo not given)
→ 1.7	-5	-5	-4	-1	-3	1	3	108	-2.8
- O=C(O)c1ccccc1C(=O)Nc1ccc(Nc2ccccc2)cc1
→ .	5	0	.	0	.	.	.	98	.
- O=C1CCC/C(=N/NC(=O)c2sc3ccccc3c2Cl)C1
→ 16	-14	3	1	8	-16	-108	37	105	0.0
- O=C(COc1ccc2c(c1)CCC2)N1CCc2ccccc21
→ -3.0	-11	-5	5	-1	-2	11	12	.	-1.2
- CCN1CCN(C(=O)c2cc3c(=O)n4ccccc4nc3s2)CC1
→ -1.4	-3	-2	-1	4	0	-8	39	.	-2.3
- COc1ccc(CC(=O)NCC2CCCCC2)cc1OC
→ -0.5	0	0	-3	0	0	-5	-4	96	-0.5
- COc1ccc(C(=O)C2CCCN(Cc3ccc(C#CCCO)cc3)C2)cc1F (stereo not given)
→ 0.8	0	2	3	0	4	-14	4	114	0.0
- COc1ccc(-n2nc(C(=O)NCC(=O)NCc3ccc(F)cc3)c3ccccc3c2=O)cc1
→ -1.1	-1	0	-1	-3	-2	-5	7	105	0.1
- O=C(COc1ccc(F)cc1Br)NCC1(N2CCOCC2)CCCCC1
→ 1.3	-4	5	-5	7	-5	7	0	106	-1.0
- Cc1[nH]c2ccc(C(=O)N3CCC(C(N)=O)CC3)cc2c1C
→ 2.2	3	-3	-6	1	3	-5	11	118	0.3
- O=C(NCCC1=CCCCC1)c1cc(S(=O)(=O)N2CCCCC2)ccc1Cl
→ 0.5	-4	3	2	1	-6	-28	-1	106	-1.3
- COc1ccc(C(NC(=O)c2cccc(F)c2)c2ccccc2)cc1 (stereo not given)
→ -1.3	-3	-2	-8	-1	0	2	11	101	-0.2
- CNC(=O)CCC(=O)Nc1ccc(C(=O)OC)cc1
→ -0.6	2	-1	.	-1	1	-3	3	99	0.7
- O=C(Nc1ccc(NC(=O)c2ccc(S(=O)(=O)c3ccccc3)cc2)cc1)c1ccccc1
→ 2.9	2	2	-7	-2	3	-26	-4	100	-0.2
- S=C(NCc1cccs1)Nc1ccc(Cl)cc1
→ -0.9	4	1	-2	-5	-5	-20	10	110	-2.3
- CCn1c2ccccc2c2cc(/C=N/NC(=O)c3ccccc3C)ccc21
→ -0.8	1	-5	-1	-2	-1	-12	34	124	-3.0
- CCOC(=O)N1CCN(C(=O)c2c(-c3ccccc3Cl)noc2C)CC1
→ -2.4	0	-4	0	-1	-2	-23	0	106	-1.5
- Cc1ccc(CN(C)C(=O)c2cccc(S(=O)(=O)N3CCN(c4ccccc4)CC3)c2)cc1
→ 1.3	-4	-1	-3	10	4	3	-7	113	-1.2
- CC(C)N1CCC(=O)NC1=O
→ 1.6	-2	-2	-2	0	-1	-4	33	116	-0.6
- O=C(CSC1=N/C(=C/c2ccc(Cl)c(Cl)c2)C(=O)N1c1ccccc1F)NC1CC1
→ -0.5	-2	5	-1	1	-5	-2	-3	87	-0.9

Continued:
Each structure is followed by: LANA DNA inh	DAGLB inhibitor	V-ATPase pHluor	CAL PDZ FP-1	NSD2 inh	Keap1 Nrf2 FP	RTF Ca sens inh	Arr AP2 block	Pemphigus Ab inh	CAL PDZ FP-2
- Cc1ccc(CNC(=O)c2ccccc2NC(=O)CN2CCN(C)CC2)cc1
→ -1.2	-4	-2	-1	5	1	-14	4	114	0.6
- Cc1cn(CC(=O)NCC(c2ccccc2)c2ccccc2)c(=O)[nH]c1=O
→ 2.1	0	3	29	.	-3	-9	17	102	0.7
- COc1ccc(C(C)=O)c(OC(=O)c2ccco2)c1
→ 0.7	-4	-3	-5	-2	-3	-11	8	102	-3.4
- COc1cccc(NS(=O)(=O)c2ccc(S(=O)(=O)N3CCCC3)cc2)c1
→ 1.0	2	-2	-6	-6	-4	-8	-15	102	0.3

Only part of the results is shown; count on the stated rates, not on these rows.
